# mIAP inh = blocks mouse intestinal alkaline phosphatase; purified mouse IAP, CDP-Star luminescence, 30 min; inhibition, % at 10 µM; 330,000 compounds, 0.2% hits; AID 2806;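 active = inhibition of at least 40% at 10 µM in the primary screen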;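 note: plate controls were DMSO with enzyme for no effect and no enzyme wells for full effect; values of inactives mirror those of a sister screen read the other way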
# mIAP activ = mouse IAP activation. muIAP, CDP-Star luminescence, 30 min; stronger effect = higher value; 1 = vehicle-only enzyme signal, 0 = enzyme-free wells. activation factor at 10 µM. 330,000 compounds, 0.24% hits. AID 2805;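 active = activation factor of at least 2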; note: the source names both 10 and 20 µM as test concentration; values of inactives mirror those of a sister screen read the other way
#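 System: Mouse IAP enzyme | Also added: CDP-Star substrate | Dosing: Compounds dispensed in DMSO | Schedule: 30 min enzyme-substrate-compound incubation at room temperature | Technique: Chemiluminescence readout | Control set: DMSO-only wells and no-enzyme negative control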
# NALP3 yeast inh = NALP3 inhibition in yeast | Yeast reconstituted NLRP3/ASC/caspase-1, beta-gal luminescence, 24 h | inhibition, % at 10 µM | 330,000 compounds, 0.39% hits | AID 2825;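 active = inhibition of 50% or more; inactive = inhibition below 50%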;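 note: plate controls were induced DMSO wells for no effect and uninduced yeast grown without galactose for full effect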
# hIAP block = human IAP inhibition. inhibition, % at 10 µM. purified IAP, CDP-Star luminescence, 30 min. AID 2544. 330,000 compounds, 0.12% hits;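 active = inhibition reaching a set limit with compound at 10 µM in the primary screen, cut at about 35% in these data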;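 note: plate controls were DMSO wells with enzyme for no effect and no-enzyme buffer wells for full effect; values of inactives mirror those of a sister screen read the other way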
# Target sequence (P09923 whole entry, looked up): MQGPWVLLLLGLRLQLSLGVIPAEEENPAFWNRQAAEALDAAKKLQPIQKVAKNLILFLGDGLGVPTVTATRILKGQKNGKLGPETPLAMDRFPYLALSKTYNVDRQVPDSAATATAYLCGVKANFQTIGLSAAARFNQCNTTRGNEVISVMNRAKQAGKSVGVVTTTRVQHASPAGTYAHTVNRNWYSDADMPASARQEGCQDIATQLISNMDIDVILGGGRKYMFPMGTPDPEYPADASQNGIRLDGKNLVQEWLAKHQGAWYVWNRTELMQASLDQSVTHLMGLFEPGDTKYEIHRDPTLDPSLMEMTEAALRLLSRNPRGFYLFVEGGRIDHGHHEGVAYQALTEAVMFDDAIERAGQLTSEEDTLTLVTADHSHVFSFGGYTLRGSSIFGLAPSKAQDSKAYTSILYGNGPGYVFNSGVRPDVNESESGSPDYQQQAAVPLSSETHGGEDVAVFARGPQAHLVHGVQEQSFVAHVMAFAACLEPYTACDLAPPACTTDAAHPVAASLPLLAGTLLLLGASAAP
# A3A deaminase = human APOBEC3A DNA deaminase inhibition. P31941. recombinant A3A, FAM/TAMRA ssDNA deamination fluorescence. inhibition, % at 20 µM. 330,000 compounds, 0.41% hits;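 active = at least 40% inhibition at 20 µM here, with at most 30% in a related deaminase screen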;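 note: plate controls were A3A with DMSO for no effect and wells lacking A3A enzyme for full effect; some results filed as inactive read as strong as hits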
# Target sequence (P31941 whole entry, looked up): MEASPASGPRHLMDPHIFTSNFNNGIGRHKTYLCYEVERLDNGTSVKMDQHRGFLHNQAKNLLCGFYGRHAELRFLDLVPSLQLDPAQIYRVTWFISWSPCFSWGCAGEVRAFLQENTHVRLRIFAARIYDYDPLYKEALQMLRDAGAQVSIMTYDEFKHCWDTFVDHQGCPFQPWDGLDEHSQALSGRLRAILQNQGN
# APOBEC3G inh = inhibitors of human APOBEC3G DNA deaminase | 330,000 compounds, 0.28% hits | Q9HC16 | inhibition, % at 20 µM | AID 493012 | recombinant A3G, ssDNA deamination FAM/TAMRA fluorescence;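 active = inhibition of at least 40% at 20 µM, with no more than 30% in the related APOBEC3A deaminase screen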;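 note: plate controls were DMSO wells with A3G for no effect and wells lacking A3G enzyme for full effect; some compounds called inactive have numbers as strong as hits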
# SENP1 inh = SENP1 (human) catalytic domain inhibition; Q9P0U3; recombinant SENP1 catalytic domain, CyPet-SUMO1-YPet FRET cleavage; 360,000 compounds, 0.21% hits; inhibition, % at 10 µM;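 active = inhibition at least 30% at 10 µM, raw YFP signal under a set limit, fluorescence ratio 0.5 to 1.5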;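 note: 0% = enzyme with DMSO and 100% = no enzyme wells; some results filed as inactive read as strong as hits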
# Target sequence (Q9P0U3 419-644 limits assumed): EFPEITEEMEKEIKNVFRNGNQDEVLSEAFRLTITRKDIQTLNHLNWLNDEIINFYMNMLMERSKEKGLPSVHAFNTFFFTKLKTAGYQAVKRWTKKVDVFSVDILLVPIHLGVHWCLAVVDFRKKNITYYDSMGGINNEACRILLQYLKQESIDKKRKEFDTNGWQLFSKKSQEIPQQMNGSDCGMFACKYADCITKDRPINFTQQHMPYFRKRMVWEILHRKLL
#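 Assay system: hSENP1 catalytic domain, recombinant. Amount: SENP1 enzyme, 20 pM final. Schedule: 50 min reaction, RT, dark. Technique: FRET, CFP and YFP emission. Control set: no-enzyme wells low, DMSO-plus-enzyme wells high control.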
# beta cell repl = induces beta-cell replication in MIN6 cells; MIN6 cells proliferation, ATPlite luminescence, 48 h; cells starved in 0.2% serum; 100% = growth in 10% serum; proliferation, % at 10 µM; 330,000 compounds, 0.29% hits; AID 2380;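 active = compounds whose signal lies at least 3.5 SD above the mean of all wells on their plate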;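 note: 0% = DMSO-treated cells in low-serum medium and 100% = 10% serum control; some compounds called inactive have numbers as strong as hits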
# hIAP activ = human IAP activation | activation factor at 10 µM | purified human IAP, CDP-Star luminescence, 30 min; stronger effect = higher value; 1 = vehicle-only enzyme, 0 = enzyme-free background | 330,000 compounds, 0.16% hits | P09923;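 active = activation factor of the enzyme at least 2-fold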; note: the source names both 10 and 20 µM as test concentration; values of inactives mirror those of a sister screen read the other way
# * = called active by the depositor; / = no result given. These rows are one share of the data, so the mix of outcomes need not match the whole.
SMILES,NALP3 yeast inh,mIAP inh,mIAP activ,hIAP block,hIAP activ,APOBEC3G inh,beta cell repl,SENP1 inh,A3A deaminase
CCc1sc(C(=O)Nc2nc(-c3ccccn3)cs2)cc1C,22,18,0.81,-27,1.3,20,-7,5,0
N#Cc1cc2c(nc1Cl)CCCC2,-7,3,0.97,-10,1.1,2,1,-1,2
CN(Cc1ccccc1)S(=O)(=O)c1ccc(OCC(=O)N2CCOCC2)cc1,18,-4,1,-5,1.1,-7,1,2,-3
Cc1cc(S(=O)(=O)NC2CCCCC2)ccc1OCC(=O)N1CCOCC1,-2,-11,1.1,-13,1.1,-5,2,1,-7
CN1CCN(C(=O)c2c(NC(=O)c3ccco3)sc3c2CCC(C(C)(C)C)C3)CC1 (configuration not stated),15,10,0.9,-12,1.1,-5,-2,-4,-4
COc1cccc(CN2CCN(CCCc3ccccc3)C(CCO)C2)c1OC (configuration not stated),19,12,0.88,-13,1.1,-6,-4,-2,-2
COC(=O)C1=C(C)NC(=O)CC1c1cccc(Cl)c1Cl (configuration not stated),12,4,0.96,6,0.94,0,-2,1,0
COc1ccc(C2=NN(C(=O)CSc3nc(=O)n4cc(C)ccc4n3)C(c3ccc(C)cc3)C2)cc1 (configuration not stated),12,1,0.99,1,0.99,-3,-3,-3,3
Cc1cccc(-c2nnc(SCc3ccc(C#N)cc3)n2Cc2ccco2)c1,11,4,0.96,17,0.83,-2,-1,0,-1
COc1ccccc1CNC(=O)c1ccc(Cl)c(NC2=NC3CS(=O)(=O)CC3S2)c1 (configuration not stated),16,-6,1.1,3,0.97,-3,3,4,-4
COc1ccc(N(CC(=O)Nc2ccccc2C)S(=O)(=O)c2c(C)[nH]c(=O)[nH]c2=O)cc1,4,-1,1,-18,1.2,-7,0,-1,-7
COc1ccc(-n2cc(-c3ccccc3)nc2SC)cc1,23,8,0.92,1,0.99,-5,-3,1,-2
Cc1cc(C)cc(Oc2coc3cc(OC(=O)c4cccnc4)ccc3c2=O)c1,26,3,0.97,11,0.89,-6,0,-9,2
CS(=O)(=O)N(CC(=O)N1CCN(c2ccccc2F)CC1)c1cc(C(F)(F)F)ccc1Cl,3,-6,1.1,-14,1.1,-5,-2,3,-4
O=C(/C=C/c1ccc(S(=O)(=O)N2CCOCC2)cc1)NC(CO)C(O)c1ccc([N+](=O)[O-])cc1 (configuration not stated),18,-11,1.1,-12,1.1,-2,0,-2,-1

# Profiles as entered above:
# COC(=O)C1=C(C)NC(=O)CC1c1cccc(Cl)c1Cl (configuration not stated) across the screens: NALP3 yeast inh = 12; mIAP inh = 4; mIAP activ = 0.96; hIAP block = 6; hIAP activ = 0.94; APOBEC3G inh = 0; beta cell repl = -2; SENP1 inh = 1; A3A deaminase = 0
# Cc1cccc(-c2nnc(SCc3ccc(C#N)cc3)n2Cc2ccco2)c1 across the screens: NALP3 yeast inh = 11; mIAP inh = 4; mIAP activ = 0.96; hIAP block = 17; hIAP activ = 0.83; APOBEC3G inh = -2; beta cell repl = -1; SENP1 inh = 0; A3A deaminase = -1

# Following part.
SMILES,NALP3 yeast inh,mIAP inh,mIAP activ,hIAP block,hIAP activ,APOBEC3G inh,beta cell repl,SENP1 inh,A3A deaminase
CC1(CC(=O)O)SC(=O)NC1=O (configuration not stated),0,-5,1,2,0.97,-1,-4,1,0
Cc1ccc2c(c1)-c1cc(C)nn1C(c1sccc1C)N2 (configuration not stated),14,-3,1,0,1,-2,-4,-25,-1
O=C(N/N=C/c1cc2c(cc1Br)OCO2)c1ccccn1,37,-4,1,-15,1.2,-6,-1,2,-4
CCCC(=O)N1CCN(C2=NS(=O)(=O)c3ccccc32)CC1,-2,2,0.98,29,0.71,-5,0,3,-1
COCCNC(=S)N/N=C(\C)c1ccc(C)c([N+](=O)[O-])c1,-7,6,0.94,7,0.93,-7,-3,2,-5
Cc1ccc(Cl)cc1NC(=O)c1cc(NC(=O)C2CCCCC2C(=O)O)ccc1N1CCOCC1 (configuration not stated),-6,6,0.94,-8,1.1,-5,-2,2,-6
COc1ccc(NS(=O)(=O)c2cccc(N/C(=N\S(=O)(=O)c3ccccc3)c3ccc(F)cc3)c2)cc1,-3,4,0.96,-5,1,-2,-3,2,3
O=C(NC(=S)Nc1ccc(S(=O)(=O)NC2CCCCC2)cc1)c1cccs1,-25,18,0.81,-2,1,-5,-5,-1,0
Cc1ccc(S(=O)(=O)N2CCCCC2)cc1NC(=O)COC(=O)c1cccn1C,2,-8,1.1,2,0.98,-3,1,2,5
Cc1ccc2c(c1)[C@H]1[C@H](CO2)[C@H](c2ccccc2)[C@]2(C)C(=O)Nc3ccc(Br)cc3C(=O)N12,8,4,0.96,-7,1.1,-7,-6,1,0
COc1ccc(-c2ocnc2C(=O)Nc2ccc(N3CCOCC3)cc2N2CCOCC2)cc1OC,16,8,0.92,17,0.83,-10,6,1,-2
C/C(Cn1nnc2ccccc21)=N\OC(=O)c1ccccc1C,-2,5,0.95,-8,1.1,-8,0,2,-4
CCOC(=O)C1CCCN(C(=O)c2sc3nc4n(c(=O)c3c2C)CCC4)C1 (configuration not stated),4,8,0.92,16,0.84,-8,2,-1,-4
N#C/C(=N\O)c1nc2ccccc2[nH]1,12,3,0.97,-8,1.1,-3,-1,-122,-2
CCc1c(C)c(C#N)c2nc3ccccc3n2c1NCc1ccccn1,6,-14,1.1,-30,1.3,-4,-1,-29,-6
COc1ccc(NC(=O)c2ccc(CN(c3cc(Cl)ccc3C)S(=O)(=O)c3ccccc3)cc2)cc1OC,11,-7,1.1,4,0.96,-7,-3,1,0
O=C(Nc1ccccc1N1CCOCC1)c1ccc2c(c1)OCCO2,16,-4,1,-30,1.3,-8,-1,0,-2
CC(Sc1nc2ncc(Cl)cc2[nH]1)C(=O)Nc1ccc(C(N)=O)cc1 (configuration not stated),-6,10,0.9,6,0.94,-6,1,1,-2
NC(=O)c1ccccc1NC(=O)c1ccoc1,5,-6,1.1,14,0.86,-3,-1,0,-1
Cc1ccc(-n2c(SCC(=O)NCc3ccco3)nc3sc(C)c(C)c3c2=O)cc1,2,1,0.99,-32,1.3,2,-2,0,3
COc1ccc(C(CNC(=O)CNC(=O)c2ccccc2)N2CCCC2)cc1 (configuration not stated),12,-5,1.1,5,0.95,-5,-4,-5,-1
COc1ccccc1/C=C1\SC(=O)N(CCC(=O)NCCCn2ccnc2)C1=O,15,10,0.9,3,0.97,-9,-7,1,-7
S=c1[nH]nc(-c2cc3ccccc3o2)n1Cc1ccccc1,26,9,0.91,-2,1,6,4,0,-5
CC1CN(CCCCOc2ccc3ccccc3c2)CC(C)O1 (configuration not stated),-2,-5,1.1,1,0.99,-2,0,1,-1
O=C(O)c1ccc(N=NN2CCOCC2)cc1,1,4,0.96,1,0.99,-3,0,2,-1
O=C(c1ccc(CSc2ccccc2)cc1)N1CCCCCC1,37,2,0.98,-2,1,-5,0,1,0
CCOC(=O)N1CCN(CC(O)COc2ccc(C(C)C)c(C)c2)CC1 (configuration not stated),28,-7,1.1,12,0.88,2,0,2,0
CCN(CCCCN1C(=O)c2ccccc2C1=O)c1ccc2c(c1)C(=O)N(C)C2=O,17,0,1,-3,1,4,-3,-28,8
Nc1nnc(SCCOc2ccccc2)s1,-1,-12,1.1,0,0.99,2,-2,3,3
N/C(=C\C(=O)c1cc(Cl)ccc1O)C(Cl)(Cl)Cl,-16,7,0.93,21,0.79,-4,-6,-4,1
COc1ccc(Cl)cc1NC(=O)CCN1C(=O)NC(C)(C)C1=O,22,8,0.92,11,0.89,-6,-1,1,2
CCOC(=O)c1sc2nc(SC)nc(-c3ccccc3)c2c1N,10,5,0.95,-5,1,-8,-1,-18,-6
CCSc1nnc(NC(=O)[C@@H](NC(=O)c2cccc(C)c2)C(C)C)s1,-6,-1,1,-19,1.2,-4,-2,0,0
Cc1nc2ccc([N+](=O)[O-])cc2c(=O)n1Cc1ccc(Cl)cc1,-8,7,0.93,-8,1.1,-5,0,0,0
CC[C@@]1(C(=O)OC)N[C@H](CN(C)C(=O)c2ccccc2)[C@@H]2C(=O)N(Cc3ccccc3)C(=O)[C@@H]21,6,11,0.89,-13,1.1,-4,-1,-1,-1
CCC(=O)Nc1c2c(nn1-c1ccc(C)cc1)CS(=O)(=O)C2,11,3,0.97,11,0.89,0,-1,0,-2
O=C(O)C1CCCN(CCC=C(c2ccccc2)c2ccccc2)C1 (configuration not stated),10,3,0.97,12,0.88,-6,-4,-1,0
O=C(c1ccc(F)cc1)c1c[nH]c(C(=O)NCc2cccnc2)c1,-7,-2,1,10,0.9,-7,2,-1,-3
COc1ccc(/C=C(/C(=O)Nc2ccccc2C(=O)NC(C)C)c2ccccc2)cc1,19,11,0.89,10,0.9,-5,-4,1,-1
Fc1ccccc1/C=C1\CCCC2=C1Nc1ncnn1C2c1ccccc1F (configuration not stated),5,0,1,9,0.91,0,-6,/,0
CCN(Cc1ccccc1)C(=O)CCCOc1ccccc1,29,10,0.9,14,0.86,0,-2,1,1
O=c1cc(-c2ccc(C(F)(F)F)cc2)oc2ccccc12,5,14,0.86,-7,1.1,-5,1,-2,0
CC1CCc2c(sc3ncnc(SC(C)C(=O)NCC4CCCO4)c23)C1 (configuration not stated),18,-3,1,-2,1,-10,2,-6,-1
CN(C)c1ccc(C(=S)N2CCCCC2)cc1,35,10,0.9,7,0.93,0,-1,1,-4
CCCCCSc1nnc2c(n1)OC(c1cccn1C)N(C(C)=O)c1ccccc1-2 (configuration not stated),11,8,0.92,1,0.99,-6,1,2,-5
Cc1ccc(C2(c3noc(CN4C[C@@H](C)O[C@@H](C)C4)n3)CCCC2)cc1,20,2,0.98,-3,1,-7,-3,1,2
CC(=O)C1=C(C)NC2=C(C(=O)c3ccccc32)C1c1ccccc1 (configuration not stated),-29,-14,1.1,-3,1,-6,-2,5,-8
Cc1ccc2c(c1)sc1nc(=O)n(-c3ccc(Cl)c(Cl)c3)c(=O)n12,-4,-19,1.2,-4,1,-7,-5,-3,-4
O=S(=O)(c1ccc(Cl)cc1)c1nc(-c2ccccc2F)oc1NCCN1CCOCC1,18,-10,1.1,7,0.93,8,5,-1,-5
O=C(NCc1ccco1)c1cnccn1,10,-6,1.1,4,0.96,3,2,-5,8
O=C1CCCc2c1sc1nc3n(c(=O)c21)CCCCC3,6,-7,1.1,-9,1.1,1,-1,3,2
Cc1ccc(-c2n[nH]c(=S)n2/N=C/c2ccc(C)s2)cc1,41,2,0.97,-28,1.3,3,-3,3,-3
CC12CCC(C(=O)N3CCN(Cc4ccccc4)CC3)(OC1=O)C2(C)C (configuration not stated),7,-6,1.1,5,0.95,-6,-2,0,-3
Cn1cccc1Cc1nnc(SCC(=O)N2CCCCCC2)n1CCc1ccccc1,21,14,0.86,2,0.98,-1,-3,-3,0
Cc1cc(C)c2nc(NC(=O)c3ccco3)sc2c1,-3,1,0.99,-6,1.1,-5,3,1,-3

# Bioassay records: PubChem, Sanford-Burnham Center for Chemical Genomics
